Screens (PubChem)
TDP2 absorb: human TDP2 enzyme inhibitors, primary screen, biochemical, epi absorbance, recombinant enzyme; 0.34% of 370,000 active; Tyrosyl-DNA phosphodiesterase 2 (Homo sapiens), O95551; inhibition, % at 12.8 µM; AID 720702, 2013; T5PNP hydrolysis, p-nitrophenol absorbance 415 nm;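 active means inhibition above the mean of all tested compounds plus 3 SD, set per campaign, cut at about 25% in these data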;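 further: 0% = DMSO with enzyme and 100% = buffer with substrate but no TDP2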
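Evaluation: % inhibition relative to enzyme-containing and enzyme-free wells. Material: recombinant human TDP2. Benchmarks: enzyme-free and DMSO wells. Timing: enzyme reaction with compound for 2 h at 37 °C. Compound dosing: 12.8 µM only. Measured by: p-Nitrophenol epi absorbance. Reagent: T5PNP substrate at 5 mM, a TopII-DNA adduct mimic. Replication: single well per compound.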
TCR CD3 inh: inhibitors of human TCR-CD3 interaction, primary screen, biochemical, fluorescence, TAMRA-labeled TCR probe; T-cell receptor (TCR); inhibition, % at 9.4 µM; 0.37% of 360,000 active; in the data active means inhibition above about 19%;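 further: recombinant mutant TCR 2C K166C tagged with TAMRA read by polarization; 0% = receptor in buffer alone and 100% = receptor with positive control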
DDE Tn7 FP inh: inhibitors of Tn7 peptide binding to fibrin DD(E), primary screen, biochemical, fluorescence polarization, human fibrin, Tn7 probe; Fibrinogen beta chain (Homo sapiens), P02675; FP displacement of FITC-Tn7 peptide from fibrin DD(E); 0% = median of compound wells per plate; inhibition, % at 8.3 µM; 0.13% of 370,000 active; AID 720508, 2013;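 active means inhibition above the mean of compounds falling within the control limits plus 3 SD of them, cut at about 14% in these data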;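 further: 0% = plate median of compound wells and 100% = 10 µM Aha-Tn7 peptide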
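Also added: labelled Tn7 tracer, 0.1 µM; Assay system: human fibrin DD(E) protein; Amount: 2 µM fibrin DD(E); Schedule: 10 min compound pre-incubation, 3 h probe incubation at room temperature; Repeats: one replicate per compound; Read-out basis: percent inhibition; Measured by: fluorescence polarization of the labelled Tn7 tracer.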
HTRA1 inhibitor: HTRA1 serine protease inhibitors, primary screen, biochemical, fluorescence polarization, HTS; recombinant HTRA1, FP-rhodamine activity-based probe; inhibition, % at 5.96 µM; 0.5% of 340,000 active; in the data active means inhibition above about 36%;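 further: 0% = enzyme with DMSO and 100% = wells lacking enzyme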
PRMT1 FP inh: PRMT1 methyltransferase inhibitors, primary screen, biochemical, fluorescence polarization; recombinant PRMT1, activity-based probe fluorescence polarization; AID 652257, 2013; inhibition, % at 2.79 µM; 1.3% of 370,000 active;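 active means inhibition above about 21% made by adding two undisclosed values, limit read from the data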
PG9 binder: binders of HIV-1 gp120 antibody PG9, primary screen, biochemical, TR-FRET. AID 624416, 2012. 0.43% of 360,000 active. HIV-1 gp120 / PG9 antibody interaction. inhibition, % at 6.7 µM. TR-FRET gp120-PG9 antibody binding; in the data active means inhibition above about 8.5%
UHRF1 MBD2 ctr: UHRF1 methylated DNA binding inhibitors, primary screen, counter-screen for MBD2 inhibitor project, biochemical, TR-FRET, human UHRF1, single concentration. UHRF1 binding to methylated oligo. 0.75% of 370,000 active. inhibition, % at 4.4 µM. E3 ubiquitin-protein ligase UHRF1 (Homo sapiens), Q96T88; in the data active means inhibition above about 21%;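 further: UHRF1 SRA domain binding a hemimethylated CpG hairpin DNA probe; 0% = median of test compound wells and 100% = reference inhibitor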
Target sequence (Q96T88 whole entry, looked up, the tested form may be a part): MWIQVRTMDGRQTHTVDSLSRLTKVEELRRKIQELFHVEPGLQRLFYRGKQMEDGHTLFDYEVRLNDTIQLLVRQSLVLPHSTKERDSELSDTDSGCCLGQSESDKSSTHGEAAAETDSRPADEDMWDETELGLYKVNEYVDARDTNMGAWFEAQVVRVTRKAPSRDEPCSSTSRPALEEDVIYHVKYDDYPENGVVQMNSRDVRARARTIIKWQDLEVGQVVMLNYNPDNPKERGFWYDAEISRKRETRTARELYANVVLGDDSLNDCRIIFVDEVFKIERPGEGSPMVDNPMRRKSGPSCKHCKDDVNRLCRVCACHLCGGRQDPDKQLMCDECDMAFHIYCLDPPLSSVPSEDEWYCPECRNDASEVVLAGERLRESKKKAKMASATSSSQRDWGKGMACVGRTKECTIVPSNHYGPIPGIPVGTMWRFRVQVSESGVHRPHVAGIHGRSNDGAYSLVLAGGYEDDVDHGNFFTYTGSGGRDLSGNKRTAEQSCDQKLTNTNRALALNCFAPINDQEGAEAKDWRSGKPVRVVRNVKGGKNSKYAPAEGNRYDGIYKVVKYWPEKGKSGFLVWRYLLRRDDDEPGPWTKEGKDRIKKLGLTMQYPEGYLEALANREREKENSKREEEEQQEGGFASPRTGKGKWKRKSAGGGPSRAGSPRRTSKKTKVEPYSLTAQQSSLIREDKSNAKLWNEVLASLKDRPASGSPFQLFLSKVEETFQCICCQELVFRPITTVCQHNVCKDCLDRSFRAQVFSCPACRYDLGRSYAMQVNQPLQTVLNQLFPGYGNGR
ABHD4 inh: ABHD4 inhibitors, primary screen, biochemical, fluorescence polarization, mouse; purified mABHD4, FP-Rh probe fluorescence polarization; (Lyso)-N-acylphosphatidylethanolamine lipase (Mus musculus), Q8VD66; 0.54% of 370,000 active; inhibition, % at 8.92 µM; AID 720543, 2013;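 active means inhibition exceeding the mean over every tested compound plus 3 SD, cut at about 30% in these data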;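 further: 0% = plate median of compound wells and 100% = S159A mutant with DMSO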
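Material: mouse ABHD4 enzyme, wild type; Benchmarks: S159A mutant high control, sample median low control; Buffer or medium: HEPES pH 7.0, NaCl, Pluronic buffer; Signal: fluorescence polarization; Read-out: percent inhibition of probe binding, normalized to plate controls; Timing: pre-incubation 45 min, probe exposure 60 min, at 25 °C; Dosing: 8.92 µM, single dose.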
LEDGF integ inh: blockers of LEDGF/p75-dependent integrase strand transfer – biochemical, TR-FRET, high throughput, primary screen; 0.64% of 370,000 active; TR-FRET IN-LEDGF/p75 DNA integration, Eu/Cy5; inhibition, % at 3.7 µM;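 active means inhibition above the screen-wide mean plus 3 SD, cut at about 13% in these data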;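 further: signal is the Cy5 over europium emission ratio at 671 and 618 nm; 0% = plate median of compound wells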
SIAE primary: human SIAE inhibitors, primary screen, biochemical, fluorescence polarization, FP-Rh probe, 1536-well HTS. Sialate O-acetylesterase (Homo sapiens), Q9HAT2. SIAE FP-Rh probe binding. inhibition, % at 9.66 µM. 0.69% of 370,000 active. AID 1053197, 2014;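 active means inhibition above a cutoff: mean of compounds within the control limits plus 3 SD of those, cut at about 17% in these data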;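 further: 0% = plate median of compound wells and 100% = probe without SIAE protein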
Starred values were filed as active, the others as inactive; · = no result given.

SMILES	TDP2 absorb	TCR CD3 inh	DDE Tn7 FP inh	HTRA1 inhibitor	PRMT1 FP inh	PG9 binder	UHRF1 MBD2 ctr	ABHD4 inh	LEDGF integ inh	SIAE primary
CC(Cc1ccccc1)NC(=O)CCCCC(=O)NC(C)Cc1ccccc1 (stereo unspecified)	-8	2	-4	0	4	-0.6	2	1	-6	4
CC12CCC(O)CC1CCC1C2CCC2(C)C(C(=O)CO)CCC12 (stereo unspecified)	-6	9	2	·	-3	0.1	-3	-4	1	-2
CNC(=S)NC1CC2CCCC(C1)N2CC(C)C (stereo unspecified)	-6	-1	10	-4	-2	-0.8	0	-2	1	-4
COc1ccc(NC(=O)c2cn(CCC#N)nc2-c2ccc([N+](=O)[O-])cc2)cc1	17	7	-2	-1	2	-0.6	1	3	0	-8
COC(=O)C1=C(c2ccccc2OCc2ccccc2)C[C@@H]2CC[C@H]1N2C	-11	-5	-1	3	-4	-0.8	8	-2	5	-2
CC1(C)C2([N+](=O)[O-])CN3CN(C2)CC1([N+](=O)[O-])C3	3	1	-4	4	0	0.2	-2	4	-1	11
C=CCC1(CN2CCCCCC2=O)C(=O)NC(=O)NC1=O	-2	2	7	-5	0	0.5	0	3	-2	2
COc1cccc(C(=O)C2CCCN(Cc3cnn(C(C)C)c3)C2)c1 (stereo unspecified)	11	5	6	-7	-5	-0.7	0	-5	1	13
Cc1ccccc1CS(=O)(=O)Cc1ccc(C(=O)N2CCC3(CC2)OCCO3)o1	5	8	-1	8	-1	-2.7	-2	4	-2	7
O=c1[nH]c(=S)n(-c2ccc(Cl)cc2)c(O)c1/C=N/N1CCOCC1	-20	-5	-7	1	-1	-2.4	0	-18	5	3
CC(C)c1ccc(NC(=O)CSc2nnc(OC(=O)N(C)C)n2C2CC2)cc1	-6	-1	6	-5	3	1.6	0	-2	-2	2
O=c1cccc2n1CC1CC2CN(Cc2c(Cl)cccc2Cl)C1 (stereo unspecified)	0	-5	7	0	1	0.1	-3	3	-3	0
O=C(CCN1CCCCC1)Nc1ccc(Br)cc1C(=O)c1ccccc1	10	-3	-7	-21	0	-0.4	-2	9	-3	-4
CCOC(=O)Cn1cc(C(=O)c2ccccc2F)c2ccccc21	-15	-4	-7	-2	0	-2.2	3	-2	-4	-6
O=C(CCC(=O)N1C[C@H]2C[C@@H](C1)c1cccc(=O)n1C2)NCc1cccc(C(F)(F)F)c1	-10	5	5	-2	-3	-0.9	-4	-4	8	-10
CCC(=NCc1ccco1)c1c(O)n(Cc2ccccc2)c(=O)[nH]c1=O	2	6	-11	-12	4	1.4	-2	5	4	-3
CC(=Nc1ccccc1N)c1c(O)n(C)c(=O)n(C)c1=O	-3	-6	2	-2	3	-1.9	8	-2	-2	4
COc1ccc(NS(=O)(=O)c2ccc(OCC(=O)N3CCN(C)CC3)cc2)cc1Cl	-4	-2	-4	5	-2	-0.1	0	1	0	-3
COc1ccc(C)cc1NC(=O)N1CCC2(CC1)OCCO2	2	6	4	6	-2	-1.4	-1	-3	2	4
O=C(Nc1cccc(Br)c1)c1c(O)c2c(n(Cc3ccccc3)c1=O)CCCC2	-2	3	-8	·	-3	-2.3	0	0	3	9
O=C(Cc1ccccc1)N1CCN(Cc2cccc(Cl)c2)CC1	-2	-5	-8	-1	1	0.3	2	7	-2	-1
C[C@]12CCC(=O)C=C1C=C[C@@H]1[C@@H]2CC[C@@]2(C)[C@H]1CC[C@@]2(O)CCC(=O)O	3	-8	1	2	3	-0.3	-5	-6	-2	-4
N=c1sccn1Cc1ccccc1F	6	-1	-7	8	-3	-1.2	1	-1	-2	-2
CC(=O)N1N=C2C3CCN(CC3)C2C1c1ccc(Br)cc1 (stereo unspecified)	-3	-4	0	5	-4	-0.1	3	3	2	4
O=C(CN1CC=C(c2ccccc2)CC1)Nc1c(Cl)cccc1Cl	10	7	-1	-9	-4	-0.7	-4	4	-1	1
O=[N+]([O-])c1ccc2c(c1)C(c1ccccc1)=NCCN2	0	-1	-4	-13	-2	1.7	-4	0	0	-1
Cc1ccc(N(C)C(=O)Oc2ccc(C(=O)c3ccc(Cl)cc3)cc2)cc1	0	4	0	-4	-1	-3.0	-2	-5	4	0
N#CCCn1cc(C(=O)Nc2ccccc2Br)c(-c2ccc3c(c2)OCCO3)n1	2	2	-2	-7	0	-3.3	-2	1	-2	6
Clc1cccc(N2CCNCC2)c1	-15	-1	-2	1	-5	0.8	-1	-12	8	-4
O=C(Nc1ccccc1F)OC1CN2CCC1CC2 (stereo unspecified)	2	0	3	8	-4	-0.7	-1	-1	0	1
CCOC(=O)CNC(=O)N1Cc2ccccc2-n2nncc2C1	-13	-7	-2	3	6	0.6	6	-9	-3	-6
C=CCn1c(=O)c(C=Nc2c(OC)cccc2[N+](=O)[O-])c(O)n(CCCC)c1=O	5	-4	0	-8	5	-1.9	-3	3	2	3
CC(C)OP(=O)(OC(C)C)C(NCc1ccccc1)c1ccccc1 (stereo unspecified)	5	-2	2	0	0	1.1	15	0	3	-6
CCN1CCN(C(=O)COc2ccc(S(=O)(=O)NC(C)C)cc2)CC1	-5	-7	2	2	1	0.6	3	2	-4	-4
C=CCN1CCC2(C)c3cc(O)ccc3CC1C2C (stereo unspecified)	1	-1	-5	2	4	-0.9	0	6	1	2
O=C(Cc1ccccc1)N1CCN(Cc2cccnc2)CC1	-5	8	-3	1	2	-1.8	1	17	0	4
CCOP(=S)(OCC)SCSP(=S)(OCC)OCC	10	1	10	-2	3	-0.6	-2	-2	-5	-2
COC(=O)C1=COC(C)C2CN3CCC4(C(=O)Nc5ccccc54)C3CC12 (stereo unspecified)	14	8	12	-6	-1	-2.6	0	1	-2	-3
CCn1c(O)c(/C=N/NC(=O)c2ccccc2)c(=O)n(CC)c1=S	-5	6	5	·	0	-3.9	-3	3	-5	-21
COC(=O)C1=C(c2ccccc2)C[C@@H]2CC[C@H]1N2C(=O)NCc1ccc(C(F)(F)F)cc1	-6	8	4	-18	-2	-0.1	-4	3	-1	3

Profiles from above. Order of values: TDP2 absorb	TCR CD3 inh	DDE Tn7 FP inh	HTRA1 inhibitor	PRMT1 FP inh	PG9 binder	UHRF1 MBD2 ctr	ABHD4 inh	LEDGF integ inh	SIAE primary
Clc1cccc(N2CCNCC2)c1 is listed with -15	-1	-2	1	-5	0.8	-1	-12	8	-4
O=C(Nc1cccc(Br)c1)c1c(O)c2c(n(Cc3ccccc3)c1=O)CCCC2 is listed with -2	3	-8	·	-3	-2.3	0	0	3	9

In a second layout: entries from further up
Each structure is followed by: TDP2 absorb	TCR CD3 inh	DDE Tn7 FP inh	HTRA1 inhibitor	PRMT1 FP inh	PG9 binder	UHRF1 MBD2 ctr	ABHD4 inh	LEDGF integ inh	SIAE primary
> N=c1sccn1Cc1ccccc1F
 : 6	-1	-7	8	-3	-1.2	1	-1	-2	-2
> CCOP(=S)(OCC)SCSP(=S)(OCC)OCC
 : 10	1	10	-2	3	-0.6	-2	-2	-5	-2
> Cc1ccc(N(C)C(=O)Oc2ccc(C(=O)c3ccc(Cl)cc3)cc2)cc1
 : 0	4	0	-4	-1	-3.0	-2	-5	4	0
> O=C(Cc1ccccc1)N1CCN(Cc2cccnc2)CC1
 : -5	8	-3	1	2	-1.8	1	17	0	4

The list goes on:
SMILES	TDP2 absorb	TCR CD3 inh	DDE Tn7 FP inh	HTRA1 inhibitor	PRMT1 FP inh	PG9 binder	UHRF1 MBD2 ctr	ABHD4 inh	LEDGF integ inh	SIAE primary
COC(=O)C1C2c3ccccc3OC1(C)N=c1s/c(=C/c3cn(C)nc3C)c(=O)n12 (stereo unspecified)	0	5	-2	-11	-3	0.1	-2	-3	-2	10
Cc1cc(NC(=O)C(Cl)(Cl)Cl)no1	-8	4	6	3	-4	-0.8	1	-5	1	-3
CCC12CN3CCN(CC(C3)/C1=N/NC(N)=O)C2	9	8	-2	8	-1	0.3	-1	1	1	4
O=[N+]([O-])c1ccc(NCCCN2CCOCC2)c2ncccc12	7	-4	6	7	1	-1.0	-13	4	-2	-4
COCCNC(=O)c1c(N)n(Cc2ccco2)c2nc3ccccc3nc12	7	1	-7	9	12	-0.4	-13	4	3	-5
COc1ccc(OC)c(-n2c(O)c(C=NCc3ccc4c(c3)OCO4)c(=O)[nH]c2=O)c1	7	3	-2	3	-1	-0.9	2	1	3	-3
O=C1NC(=O)N(CCC2=CCCCC2)C(=O)/C1=C/c1cccs1	0	-24	-4	·	9	-1.4	-5	-32	2	-7
CC(C)CN1CCN(Cc2ccc(F)cc2Cl)CC1CCO (stereo unspecified)	10	6	-4	5	-4	-0.1	-2	-2	0	9
CCOC(=O)[C@]12Cc3cc4c(cc3[C@H]1N(Cc1ccccc1)C(=O)c1ccccc12)OCO4	-6	2	-4	-29	2	-1.6	-2	-11	1	-6

Just TCR CD3 inh, TDP2 absorb and DDE Tn7 FP inh, for some of the entries so far:
molecule | TCR CD3 inh | TDP2 absorb | DDE Tn7 FP inh
COC(=O)C1C2c3ccccc3OC1(C)N=c1s/c(=C/c3cn(C)nc3C)c(=O)n12 (stereo unspecified) | 5 | 0 | -2
Cc1cc(NC(=O)C(Cl)(Cl)Cl)no1 | 4 | -8 | 6
O=[N+]([O-])c1ccc(NCCCN2CCOCC2)c2ncccc12 | -4 | 7 | 6
CCOC(=O)[C@]12Cc3cc4c(cc3[C@H]1N(Cc1ccccc1)C(=O)c1ccccc12)OCO4 | 2 | -6 | -4
COCCNC(=O)c1c(N)n(Cc2ccco2)c2nc3ccccc3nc12 | 1 | 7 | -7
CCC12CN3CCN(CC(C3)/C1=N/NC(N)=O)C2 | 8 | 9 | -2

An excerpt (hit frequency here may not be typical).
